# APJ antagonist – antagonists of human apelin receptor APJ, primary screen, CHO-K1 cells, beta-arrestin complementation, luminescence | P35414 | inhibition, % at 20 µM | hit rate 0.32% among 330,000;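 active = inhibition above about 40% at 20 µM, limit read from the data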;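 note: cells challenged with 10 nM apelin-13 agonist together with compound; plate controls were apelin-13 plus DMSO wells for no effect and DMSO wells lacking apelin-13 for full effect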
# Target sequence (P35414 whole entry, looked up): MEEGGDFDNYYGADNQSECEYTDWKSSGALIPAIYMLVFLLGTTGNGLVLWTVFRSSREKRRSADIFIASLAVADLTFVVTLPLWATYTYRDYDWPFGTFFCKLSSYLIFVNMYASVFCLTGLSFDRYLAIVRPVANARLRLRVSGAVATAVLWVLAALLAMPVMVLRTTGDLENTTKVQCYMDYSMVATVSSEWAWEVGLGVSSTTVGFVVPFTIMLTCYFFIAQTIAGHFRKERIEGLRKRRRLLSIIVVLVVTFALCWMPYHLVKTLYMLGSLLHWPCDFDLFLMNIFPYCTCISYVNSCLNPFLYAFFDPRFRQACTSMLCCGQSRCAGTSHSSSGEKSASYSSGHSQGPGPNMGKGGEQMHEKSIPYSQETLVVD
# tim23-1 inh – growth inhibitors of tim23-1 mutant yeast, primary screen, luminescence, uHTS | S. cerevisiae tim23-1 growth, BacTiter-Glo luminescence, 24 h | hit rate 1.3% among 330,000 | AID 463212, 2010 | inhibition, % at 20 µM;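 active = growth inhibition of the mutant yeast at or above 50%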;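 note: temperature-sensitive mutant grown at 25 °C; plate controls were DMSO-treated mutant yeast for no effect and medium wells lacking yeast for full effect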
# MPTP inh – mitochondrial permeability transition pore inhibitors, primary screen, biochemical, isolated mouse mitochondria, absorbance | Ca2+ swelling absorbance, 30 min | inhibition, % at 10 µM | hit rate 1.4% among 360,000 | AID 602449, 2012;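 active = inhibition of 50% or more, scaled per plate between neutral and stimulator controls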;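 note: 0% = DMSO wells given calcium and 100% = 1 mM EGTA wells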
# GRIN3A LBD mod – binders of NR3A ligand-binding domain, primary screen, biophysical, differential scanning fluorimetry, uHTS; Glutamate receptor ionotropic, NMDA 3A (GRIN3A) ligand-binding domain; NR3A LBD differential scanning fluorimetry, Tm shift; 0% = protein alone, 100% = glycine-bound protein; Tm shift relative to glycine control, % at 25 µM; hit rate 2.5% among 340,000;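 active = melting temperature shift of at least 10% of the positive control shift, at one fixed dose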
# APJ ag – agonists of human apelin receptor APJ, primary screen, CHO-K1 cells, PathHunter beta-arrestin, luminescence | P35414 | 0% DMSO wells, 100% apelin | hit rate 0.11% among 330,000 | activation, % at 20 µM;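 active = activation more than six SD over the plate average, tested at 20 µM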;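 note: 0% = DMSO alone and 100% = apelin-13 at 10 nM; some results filed as inactive read as strong as hits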
#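 system = engineered CHO-K1 APJ arrestin reporter cells | input = 1000 cells per well | timing = overnight seeding, 90 min compound at 25 °C, 1 h detection | measured by = enzyme-fragment complementation luminescence | read-out = beta-arrestin recruitment to APJ as agonist activity, luminescent signal | control set = negative DMSO alone, positive Apelin-13 at 10 nM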
# NALP3 yeast inh – NALP3 inflammasome inhibitors in reconstituted yeast, primary screen, luminescence, uHTS; inhibition, % at 10 µM; hit rate 0.39% among 330,000; Yeast reconstituted NLRP3/ASC/caspase-1, beta-gal luminescence, 24 h;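 active = inhibition of 50% or more; inactive = inhibition below 50%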;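 note: plate controls were induced DMSO wells for no effect and uninduced yeast grown without galactose for full effect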
# tim10-1 inh – growth inhibitors of tim10-1 mutant yeast, primary screen, luminescence, uHTS; S. cerevisiae tim10-1 ts strain growth, BacTiter-Glo, 24 h; inhibition, % at 20 µM; hit rate 2.2% among 330,000; AID 463190, 2010;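 active = inhibition of at least 40%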;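 note: mutant grown at 25 °C; 0% = DMSO wells with yeast and 100% = wells holding no yeast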
# TIM10 inh – growth inhibitors of isogenic TIM10 control yeast, primary screen, counter-screen for tim10-1 yeast inhibitor project, luminescence, uHTS. inhibition, % at 10 µM. S. cerevisiae TIM10 strain growth, BacTiter-Glo luminescence, 24 h. AID 463195, 2010. hit rate 1.4% among 330,000;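 active = inhibition of 40% or more at the single tested concentration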;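 note: wild-type TIM10 isogenic control strain grown at permissive 25 °C; 0% = DMSO yeast wells and 100% = minimal medium wells without yeast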
# beta cell repl – inducers of MIN6 beta-cell proliferation, primary screen, ATP luminescence, uHTS. proliferation, % at 10 µM. MIN6 cells proliferation, ATPlite luminescence, 48 h; cells starved in 0.2% serum; 100% = growth in 10% serum. hit rate 0.29% among 330,000. AID 2380, 2010;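 active = compounds whose signal lies at least 3.5 SD above the mean of all wells on their plate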;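 note: 0% = DMSO-treated cells in low-serum medium and 100% = 10% serum control; some compounds called inactive have numbers as strong as hits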
# * = called active by the depositor; x = no result given.
SMILES,APJ antagonist,tim23-1 inh,MPTP inh,GRIN3A LBD mod,APJ ag,NALP3 yeast inh,tim10-1 inh,TIM10 inh,beta cell repl
COCc1nnc(NC(=O)C2CC(=O)N(c3ccc(C)c(Cl)c3)C2)s1 (centres undefined),-59,8,-2.8,2,2,9,12,4,-2
O=C(c1cc2cc([N+](=O)[O-])ccc2s1)N1CCOCC1,1,11,1.8,0,0,22,9,-2,-2
COCCCN(Cc1ccco1)C(=O)Cn1ncc2c([nH]c3ccccc32)c1=O,21,18,-1.9,-2,7,2,20,-2,-1
O=S(=O)(c1cc(Cl)ccc1Br)N1CCCCC1,9,31,1.0,0,3,-27,43*,-2,-2
CC(C)C(O)C1CCN(Cc2nc(Cc3ccccc3Cl)no2)CC1 (centres undefined),10,16,-0.3,-1,-2,-3,16,16,-1
O=C(NC1CCCC1)C(c1c[nH]c2ccccc12)N(C(=O)Cn1nnc(-c2ccc(Cl)cc2)n1)c1ccccc1 (centres undefined),11,14,1.6,-1,-3,2,34,1,-5
COc1c(C)cc(C(=O)C2CCCN(Cc3cccc4nccnc34)C2)cc1C (centres undefined),11,4,2.6,-1,-3,20,13,-6,-2
O=C(COc1cccnc1[N+](=O)[O-])NCc1ccco1,5,-15,-1.2,-1,-2,4,10,6,-2
Cc1cc(C)c(S(=O)(=O)Nc2ccncc2)cc1C,-18,2,1.8,-5,-2,17,3,1,0
CCC(=O)N1CCN(c2ccc(Cl)cc2NC(=O)Cc2ccccc2)CC1,13,20,2.0,-4,-4,15,26,10,-1
O=C(CSc1cccc[n+]1[O-])CSc1cccc[n+]1[O-],1,71*,0.3,1,2,7,5,-19,-5
N#Cc1ccsc1NC(=O)C1=COCCO1,15,2,1.9,-1,0,0,5,8,4
Cc1ccc2c(c1)N(CC(=O)NCCCN1CC(C)CC(C)C1)C(=O)c1cccnc1O2 (centres undefined),-6,5,-1.2,0,-3,20,-9,-10,-1
C/C(CC(=O)Nc1cc(Cl)ccc1C)=N\NC(N)=O,7,7,0.8,0,0,4,-4,-11,-3
CCCCN(C(=O)c1ccc(N(C)S(=O)(=O)c2ccc(C)cc2)cc1)c1c(N)n(CCC)c(=O)[nH]c1=O,10,4,-1.3,-1,2,10,7,2,-1
Cc1ccc(C(=O)NCC(=O)N2CCCCCC2)cc1,7,15,0.0,0,1,6,12,-13,-2
CCOc1ccc(-c2c(C)sc3nc[nH]c(=O)c23)cc1,13,27,0.2,2,6,12,-1,1,-3
Cc1ccnc2c(N3C(=O)C4C5C=CC(C5)C4C3=O)cccc12 (centres undefined),-9,-3,-3.6,1,0,25,8,-14,-1
Cc1ccc(C(=O)Nc2cccc(C(=O)N3CCOCC3)c2)cc1Cl,5,16,-1.2,2,-5,-9,22,4,-1
CCOC(=O)C1=C(N)OC2=C(C(=O)CC(C)(C)C2)C1c1ccoc1 (centres undefined),-5,2,-1.5,1,-2,4,0,-12,-3
CCOC(=O)c1ccc(N2CSC3=C(C#N)C(c4ccc(OC)cc4OC)CC(=O)N3C2)cc1 (centres undefined),14,6,1.2,-1,5,26,1,-1,-4
COc1cc2ccccc2cc1C(=O)Nc1nnc(-c2ccncc2)o1,-21,43,-0.7,-2,-4,19,-10,1,2
COc1ccc(CCNC(=O)CCCCCNC(=O)N2CCn3c2nc2ccccc23)cc1OC,10,15,-0.1,-1,2,-5,15,19,-4
O=C(OCC(=O)N1CCCCCC1)c1ccc(Cl)nc1,11,8,1.0,0,-2,2,2,3,-3
Cc1ccccc1CSCC(=O)c1c(N)n(C)c(=O)n(C)c1=O,7,8,-1.0,11*,-4,8,15,4,-1

# The results go on:
SMILES,APJ antagonist,tim23-1 inh,MPTP inh,GRIN3A LBD mod,APJ ag,NALP3 yeast inh,tim10-1 inh,TIM10 inh,beta cell repl
Cc1cc(/C=N/NC(=O)c2ccccn2)c(C)n1-c1cccc([N+](=O)[O-])c1,-10,8,3.5,-2,0,3,-17,-19,2
COc1cccc(/C(O)=C2\C(=O)C(=O)N(c3ccccn3)C2c2ccccc2OC)c1 (centres undefined),8,11,-6.6,-1,-1,-4,11,-3,0
CC(C)(C)c1ccc(C(=O)NCC(=O)OCC(=O)NC(=O)NC2CCCC2)cc1,9,12,-2.4,0,-2,3,4,3,0
COc1ccccc1NC(=O)/C=C1\NC(=O)CS1,12,13,2.2,-1,-3,-1,-3,12,-1
CS(=O)(=O)N(CC(=O)Nc1cccnc1)c1ccc2c(c1)OCCO2,6,2,0.0,-1,3,9,-13,-4,0
CC(=O)c1cc(C#N)c(NCc2cc(-c3ccccc3)no2)nc1C,-18,-10,-2.0,-1,-2,19,-32,-12,-4
O=C(NCCc1ccccc1)c1ccccc1C(=O)NCCc1ccccc1,13,5,1.8,1,-7,9,-4,-12,-1
N/C(=N/OC(=O)c1ccccc1Cl)c1ncc([N+](=O)[O-])s1,-14,55*,-0.2,2,5,11,49*,62*,-4
CC(C)CCNC(=O)C1CC(c2cccc(F)c2)=NO1 (centres undefined),0,10,-0.2,3,3,39,12,9,-3
COc1ccc(N2CC(C(=O)Nc3nnc(SCCC4OCCO4)s3)CC2=O)cc1 (centres undefined),17,-10,-1.7,0,0,6,-9,1,1
Cc1cc(OCC(=O)NC(C)C)cc(C)c1Cl,-13,-8,-2.1,-3,3,28,-11,-2,-3
O=C(Nc1nc2ccc(F)cc2s1)C1CC(=O)N(c2ccc3c(c2)OCCO3)C1 (centres undefined),-7,44,-3.2,-6,1,11,21,4,-3
CC(C)OCCCNC(=O)CN1C(=O)CSc2ccc(S(=O)(=O)N3CCCCC3)cc21,16,-10,-0.2,1,-4,-8,-6,7,5
CC(/C=C/c1ccc2c(c1)OCO2)=N/NC(=O)c1cccnc1,8,-2,-0.2,0,-6,1,24,-1,-1
O=C(NCc1ccco1)C(=O)NCC(c1ccco1)N1CCOCC1 (centres undefined),-16,19,-0.2,-1,-1,9,-6,-2,-4
Cc1ccc(CC(=O)Nc2ccccc2-c2ccccc2)cc1C,6,27,7.1,10,-4,9,7,7,-4
Cn1cccc1-c1nc2ccc(NC(=O)c3ccc([N+](=O)[O-])cc3)cc2[nH]1,3,-7,4.4,27*,6,1,-4,-12,0
Cc1ccccc1CNC(=O)c1ccccc1N(C)S(=O)(=O)c1ccccc1,-17,18,-0.5,1,-2,0,31,1,2
CCC(=NC)C1=C(O)CC(c2ccccc2)CC1=O (centres undefined),12,7,0.3,0,2,20,-18,-2,0
CCC(=O)Nc1ccc(S(=O)(=O)c2ccc(NC(=O)CC)cc2)cc1,-1,16,-0.3,-1,-1,9,5,11,-3
CCOC(=O)[C@H]1[C@H]2COc3ccc(C)cc3[C@@H]2N2C(=O)c3cc(Br)ccc3NC(=O)[C@@]12C,-1,31,0.1,-1,-3,-7,8,11,-6
c1ccc(CSc2nnc(Cc3ccccn3)o2)cc1,0,16,-0.6,0,1,2,19,13,-2
COc1cccc(C=N[C@@H](CO)[C@@H](O)c2ccc([N+](=O)[O-])cc2)c1O,-32,25,-0.8,2,0,-6,-7,14,0
Cc1cc(Br)ccc1SCC(=O)OCC(=O)NC1CCCC1,-1,11,1.6,1,-2,-3,6,2,-3
CCCNC(=O)c1ccccc1NC(=O)c1ccccc1SC,17,18,0.7,-1,-5,19,24,11,-1

# Three entries from above in another layout.
Compound | APJ antagonist | tim23-1 inh | MPTP inh | GRIN3A LBD mod | APJ ag | NALP3 yeast inh | tim10-1 inh | TIM10 inh | beta cell repl
CC(=O)c1cc(C#N)c(NCc2cc(-c3ccccc3)no2)nc1C | -18 | -10 | -2.0 | -1 | -2 | 19 | -32 | -12 | -4
O=C(NCCc1ccccc1)c1ccccc1C(=O)NCCc1ccccc1 | 13 | 5 | 1.8 | 1 | -7 | 9 | -4 | -12 | -1
N/C(=N/OC(=O)c1ccccc1Cl)c1ncc([N+](=O)[O-])s1 | -14 | 55* | -0.2 | 2 | 5 | 11 | 49* | 62* | -4

# (list continues)
SMILES,APJ antagonist,tim23-1 inh,MPTP inh,GRIN3A LBD mod,APJ ag,NALP3 yeast inh,tim10-1 inh,TIM10 inh,beta cell repl
COc1cc(CN2CC(=O)N(c3ccc(C)cc3)C2=S)cc(OC)c1OC,-9,24,16,-8,-2,-1,31,12,-3
COc1ccc(OCC(=O)NCCc2c[nH]c3ccccc23)cc1,-8,13,0.1,1,-2,30,0,8,3
C=CCn1c(C)cc(C(=O)CN2C(=O)c3ccccc3C2=O)c1C,15,14,-0.8,0,1,12,-30,-3,-4
CCCCC(=O)Nc1cccc(-c2csc(-c3ccccc3)n2)c1,14,38,57*,1,6,33,36,28,-4
CN(C)CCCC(C)(O)C(C)(C)c1ccccc1 (centres undefined),-11,6,-0.2,2,-3,5,10,-1,0
CN1C(=O)NC(c2cccc(O)c2)C(C(=O)c2cccs2)C1(O)C(F)(F)F (centres undefined),14,-6,-0.1,1,-6,-1,-20,-11,-3
COc1ccc2c(c1)cc(C(=O)N[C@@H](Cc1ccccc1)C(=O)N[C@@H](C)C(=O)O)n2C,3,12,-0.8,2,0,0,8,-9,-4
Cc1ccc(-n2c(SCC(=O)OC(C)C)nnc2-c2cnccn2)cc1,-8,31,-0.4,1,-1,2,38,16,-1
CCOc1ccc2oc(C(=O)NCC(C)(C)CN(C)C)c(C)c2c1,-6,11,-0.5,1,-5,11,6,-8,3
NC(N)=NCCCC(NC(=O)c1ccccc1)C(=O)Nc1ccc2ccccc2c1 (centres undefined),20,-1,81*,5,-4,5,-7,5,0
O=C(CN1C(=O)c2ccccc2S1(=O)=O)NCc1ccco1,12,14,-3.0,2,2,0,13,-3,-1
COc1ccc(Cn2c(-c3ccc(C)cc3)nc3c(c(=O)c4ccccc4n3C)c2=O)cc1,11,-27,9.4,-4,-2,20,13,0,0
CSc1ccccc1NC(=S)NC1CCCCC1,12,25,-0.3,0,-7,0,29,-35,-6
O=C(CN1CCN(Cc2ccccc2)CC1)NCCNc1ccc([N+](=O)[O-])cn1,20,-1,0.6,-1,0,8,11,-1,-1
Cn1c(NCc2ccccc2)nc2c1c(=O)n(Cc1ccc(Br)cc1)c(=O)n2C,-3,38,-3.5,5,1,11,31,27,-3
COc1ccc(S(=O)(=O)NN=C2CCCCC2)cc1,8,2,0.5,0,-5,3,-2,-1,-3
CC(C)N(Cc1nc(-c2ccc3c(c2)OCO3)no1)CC1CCC(=O)N1 (centres undefined),-12,3,-1.3,-1,0,-11,24,-12,1
COc1ccc(OC)c(Nc2nc3ccccc3n3cnnc23)c1,-5,9,2.0,-1,-1,4,15,13,-2
COc1ccc(C)cc1Nc1nc(C)nc2sc(C)cc12,16,30,-0.1,-4,-3,34,19,18,0
COC(=O)c1ccc(NCC(=O)N2CCCCCC2)cc1,-5,8,x,x,-2,19,-11,-12,-4
Cc1nn(CC(=O)NCc2cc3ccccc3[nH]2)c(C)c1[N+](=O)[O-],-7,8,0.1,-1,-1,16,7,4,0
Nc1n[nH]c2cc(=O)n(-c3cccc(C(F)(F)F)c3)nc12,6,8,1.4,-1,-4,12,10,12,-3
CCCCn1c(N)c(N(CCOC)C(=O)CCCc2nc3ccccc3s2)c(=O)[nH]c1=O,17,9,0.9,2,1,15,-4,11,-3
CCc1cccc(CC)c1NC(=S)NCC(c1cccnc1)N(C)C (centres undefined),-1,15,1.6,-4,-5,12,2,-2,-1

# Screens from PubChem BioAssay.
